# Source: PubChem (The Scripps Research Institute Molecular Screening Center)
# proKLK7 act: proKLK7 zymogen activators, primary screen, biochemical, fluorescence intensity; Kallikrein-7 (Homo sapiens), P49862; purified proKLK7, EDANS-DABCYL substrate fluorescence; 100% is mature enzyme control, 0% vehicle; activation, % at 7 µM; actives 0.9% (n = 370,000); AID 652039, 2013;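 active = activation above the mean of all tested compounds plus 3 SD, computed per campaign excluding outliers beyond control limits, cut at about 13% in these data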
# Target sequence (P49862 whole entry, looked up): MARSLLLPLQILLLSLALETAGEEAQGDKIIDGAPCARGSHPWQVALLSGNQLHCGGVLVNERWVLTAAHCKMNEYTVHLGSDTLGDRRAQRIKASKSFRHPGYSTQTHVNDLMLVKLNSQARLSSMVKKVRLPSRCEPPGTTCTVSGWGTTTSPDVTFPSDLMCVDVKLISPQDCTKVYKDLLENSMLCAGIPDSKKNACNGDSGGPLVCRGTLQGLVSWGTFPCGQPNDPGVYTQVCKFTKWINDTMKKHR
# ASAP1 GAP inh: inhibitors of human ASAP1 ArfGAP activity, primary screen, biochemical, fluorescence polarization; ASAP1-stimulated ARF1 GTP hydrolysis, GDP FP detection; actives 0.19% (n = 360,000); Arf-GAP with SH3 domain, ANK repeat and PH domain-containing protein 1 (Homo sapiens), …; inhibition, % at 16.5 µM; in the data active = inhibition above about 25%;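 also: 0% = vehicle with enzyme and substrate and 100% = no enzyme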
# PLCg1 inh: PLC-gamma1 enzyme inhibitors, primary screen, biochemical, fluorescence, purified enzyme; 1-phosphatidylinositol 4,5-bisphosphate phosphodiesterase gamma-1 (Homo sapiens), P19174; fluorogenic substrate; inhibition, % at 12.2 µM; actives 0.84% (n = 370,000); AID 720700, 2013; in the data active = inhibition above about 9.5%
# ARFGAP1 inh: inhibitors of rat ARFGAP1 GAP activity, primary screen, biochemical, fluorescence polarization, GDP tracer; ADP-ribosylation factor GTPase-activating protein 1 (Rattus norvegicus), Q62848; Arfgap1-stimulated ARF1 GTP hydrolysis, GDP FP detection; inhibition, % at 16.5 µM; actives 0.26% (n = 360,000); AID 651572, 2012;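 active = inhibition above a per-plate limit, mean inhibition of low control wells plus 3 SD, cut at about 25% in these data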;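 also: 0% = DMSO wells with enzyme and 100% = wells lacking Arfgap1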
# Target sequence (Q62848 1-136 limits assumed): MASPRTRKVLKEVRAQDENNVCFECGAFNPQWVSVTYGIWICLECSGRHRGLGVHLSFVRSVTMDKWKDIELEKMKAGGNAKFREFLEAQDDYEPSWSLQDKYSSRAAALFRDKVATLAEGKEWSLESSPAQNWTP
#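 Material: rat Arfgap1 GAP domain (His6, aa 1-136), purified enzyme. Also added: human ARF1(Δ1-17)-GTP substrate. Compound dosing: 16.5 µM single point, 1.26% DMSO. Timing: enzyme reaction 120 min at 25 °C after 20 min preincubation. Signal: GDP detection by fluorescence polarization. Read-out basis: percent inhibition of GAP-stimulated GDP formation, scaled between DMSO and no-Arfgap1 medians.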
# Tn7 DDE FP: inhibitors of Tn7 peptide binding to fibrin DD(E), primary screen, biochemical, fluorescence polarization, human fibrin, Tn7 probe; inhibition, % at 8.3 µM; actives 0.13% (n = 370,000); AID 720508, 2013; FP displacement of FITC-Tn7 peptide from fibrin DD(E); 0% = median of compound wells per plate; Fibrinogen beta chain (Homo sapiens), P02675;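 active = inhibition above the mean of compounds falling within the control limits plus 3 SD of them, cut at about 14% in these data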;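 also: 0% = plate median of compound wells and 100% = 10 µM Aha-Tn7 peptide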
# Target sequence (P02675 whole entry, looked up): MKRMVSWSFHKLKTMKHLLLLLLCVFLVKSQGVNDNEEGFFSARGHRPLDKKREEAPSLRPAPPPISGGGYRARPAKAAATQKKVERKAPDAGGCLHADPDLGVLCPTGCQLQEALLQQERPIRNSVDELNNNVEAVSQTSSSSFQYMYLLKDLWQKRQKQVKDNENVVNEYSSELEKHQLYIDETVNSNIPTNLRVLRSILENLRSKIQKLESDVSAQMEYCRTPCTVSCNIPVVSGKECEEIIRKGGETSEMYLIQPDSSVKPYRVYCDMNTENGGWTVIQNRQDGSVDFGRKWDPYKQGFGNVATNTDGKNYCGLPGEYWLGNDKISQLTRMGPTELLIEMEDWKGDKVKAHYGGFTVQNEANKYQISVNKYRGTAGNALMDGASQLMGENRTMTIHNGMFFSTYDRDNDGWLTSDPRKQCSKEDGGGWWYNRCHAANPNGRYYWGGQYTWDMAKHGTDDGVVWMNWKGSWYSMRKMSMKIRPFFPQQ
#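 Assay system: human fibrin DD(E). Input: DD(E) 2 µM final. Medium: Tris buffer with calcium and detergent, pH 7.8. Compound dosing: single point at 8.3 µM. Timing: 10 min plus 3 h, room temperature. Technique: fluorescence polarization of the labelled Tn7 tracer. Read-out: percent inhibition. Replicates: singlicate testing.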
# PLCb3 inh: human PLC-beta3 inhibitors, primary screen, biochemical, fluorescence; 1-phosphatidylinositol 4,5-bisphosphate phosphodiesterase beta-3 (Homo sapiens), Q01970; Purified PLC-beta3, fluorogenic substrate; inhibition, % at 12.2 µM; actives 0.18% (n = 370,000); in the data active = inhibition above about 11%;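 also: 0% = median of compound wells on plate and 100% = full blocker control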
# UHRF1 binding: UHRF1 methylated DNA binding inhibitors, primary screen, counter-screen for MBD2 inhibitor project, biochemical, TR-FRET, human UHRF1, single concentration; E3 ubiquitin-protein ligase UHRF1 (Homo sapiens), Q96T88; UHRF1 binding to methylated oligo; inhibition, % at 4.4 µM; actives 0.75% (n = 370,000); AID 687016, 2013; in the data active = inhibition above about 21%;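 also: UHRF1 SRA domain binding a hemimethylated CpG hairpin DNA probe; 0% = median of test compound wells and 100% = reference inhibitor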
# DDE Tn6 FP inh: inhibitors of Tn6 peptide binding to fibrin DD(E), primary screen, biochemical, fluorescence polarization, human fibrin, Tn6 probe; actives 0.21% (n = 370,000); AID 720509, 2013; inhibition, % at 8.3 µM; Fibrin DD(E) TRITC-Tn6 fluorescence polarization displacement;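 active = inhibition above a per-campaign cutoff: mean of compounds within control limits plus 3 SD, cut at about 15% in these data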;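 also: 0% = median of all compound wells on the plate and 100% = blocking peptide control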
# MBD2 inh: inhibitors of MBD2 binding to methylated DNA, primary screen, biochemical, TR-FRET, DNA-binding domain, human; actives 0.31% (n = 370,000); Methyl-CpG-binding domain protein 2 (Homo sapiens), Q9UBB5; MBD2 binding to methylated oligonucleotide; inhibition, % at 4.4 µM; in the data active = inhibition above about 13%
# ADAM17 inh: ADAM17 inhibitors, primary screen, biochemical, QFRET; inhibition, % at 6.95 µM; Disintegrin and metalloproteinase domain-containing protein 17 (Homo sapiens), P78536; actives 0.83% (n = 370,000); recombinant ADAM17, EDANS/DABCYL FRET peptide cleavage;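 active = inhibition above the mean of compounds lying between control limits plus 3 SD, set per campaign, cut at about 8.5% in these data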;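 also: 0% = DMSO-only wells as the low control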
# * = called active by the depositor; i = inactive; nt = no result given. No enrichment for hits. Share with any hit: about 4.1%.
SMILES,proKLK7 act,ASAP1 GAP inh,PLCg1 inh,ARFGAP1 inh,Tn7 DDE FP,PLCb3 inh,UHRF1 binding,DDE Tn6 FP inh,MBD2 inh,ADAM17 inh
c1cc2c3c(cccc3c1)NC1(CCCC1)N2,-1.0,-7,-6,12,3,-11,-2,-26,-3,2
COc1ccc(CC(=O)NCc2ccccc2Cl)cc1S(=O)(=O)N1CCOCC1,0.1,-1,2,-1,4,2,0,1,4,-1
CCOP(=O)(O)c1ccccc1OCCOc1ccccc1P(=O)(O)OCC,-0.6,-3,0,3,-1,2,4,-1,-1,-3
CCn1c(CC(=O)Nc2ccc(Cl)cc2)nnc1SCC(=O)N1CCOCC1,-0.5,13,6,10,-15,-3,0,-6,-1,5
Cc1cc(Cl)ccc1OCCCC(=O)NCc1ccccn1,-0.1,1,1,1,-7,-2,-1,2,1,2
Cc1nc2ccccc2c2ncccc12,-0.1,-3,-1,8,-4,-7,-3,-3,2,-5
CCCc1ccc(NC(=O)C2CCCN(c3cnccn3)C2)cc1 (configuration not stated),-2.3,3,-30,-4,-7,-54,0,-6,0,-16
CCOc1ccc(S(=O)(=O)N2CCOCC2)cc1NC(=O)CN1C(=O)NC(C)(c2ccc(C)cc2)C1=O (configuration not stated),1.2,13,-15,10,2,-25,-3,-5,-2,-23
COc1cccc(C2=NCCc3cc4c(cc32)OCO4)c1OC,5.8,-3,-111,-9,0,-129,1,-5,-2,0
Cc1cc(C)cc(-n2c(C)cc(/C=N/NC(=O)c3cccc([N+](=O)[O-])c3C)c2C)c1,-0.8,-4,-3,8,-6,-2,-1,-2,-3,0
CCOC(=O)C1=C(CNCCOc2ccc(OC)cc2)NC(=O)NC1c1ccc2c(c1)OCO2 (configuration not stated),-0.2,3,1,4,0,-4,1,-1,1,4
CC(=O)Oc1ccc(C(=O)Nc2cccc(C(=O)NC(C)(C)C)c2)cc1,0.1,-2,6,8,-9,1,4,-4,1,2
N/C(=N\c1nc2ccccc2o1)NC(=O)c1ccccc1,0.3,-10,0,3,0,1,1,2,-1,-3
COCCCNC(=O)C[C@H]1C[C@@]2(C(=O)OC)C(=C[C@H](COCc3ccccc3)O[C@@H]2C)N(Cc2ccc3c(c2)OCO3)C1=O,0.1,-8,0,3,-6,5,-1,2,-2,-2
Cc1cccc(-c2nc(Nc3ccc(O)cc3)c3ccccc3n2)c1,0.5,18,-37,22,-8,-52,-2,-12,2,6
CC1SC(=NC(=O)c2ccncc2)NC1=O (configuration not stated),0.1,-13,3,10,0,-3,1,-2,-3,-4
O=C(CCCN=C1NS(=O)(=O)c2ccccc21)OCC(=O)c1ccc(F)cc1,0.0,9,4,-6,1,-9,-3,3,2,-3
CC(C)(C)OC(=O)NCC(=O)Oc1cc2oc(=O)cc(-c3ccccc3)c2cc1Cl,16*,-9,i,-1,-2,i,1,-2,-1,-69
COc1ccc(NC(=O)COC(=O)/C=C/c2ccc(OC)c(S(=O)(=O)N3CCOCC3)c2)cc1,0.4,4,3,17,2,4,-3,3,-2,1
Fc1ccc(-[n+]2nc(Nc3ccccc3)sc2-c2cccc(Cl)c2Cl)cc1,-0.5,-17,2,7,2,4,-5,7,1,4
CC(c1cccs1)N(C(=O)Nc1ccccc1)C1CCCCC1 (configuration not stated),-0.3,9,2,0,7,3,1,2,1,-2
CCOC(=O)CC1(NC(=O)c2cc(COc3cncc(Cl)c3)on2)CCCCC1,0.5,12,4,1,6,-6,1,-2,6,-1
CCNc1nc(NC(C)(C)C)nc(SCC(N)=O)n1,-0.1,2,-1,7,1,-2,-3,-1,3,-5
Brc1ccccc1Cn1c(-c2cncs2)nc2ccccc21,0.6,-3,0,-15,-1,-1,-2,8,-5,5
CC(=O)NCCc1ccc(S(=O)(=O)N2CCCC2)cc1,0.1,-10,-1,-1,-2,1,0,5,-7,-6
Cc1cc(OCc2cc(C(=O)NC(C)c3c(C)nn(C)c3C)no2)cc(C)c1Cl (configuration not stated),1.2,-10,-1,11,1,-8,2,11,0,4
CCNc1ccc(S(=O)(=O)N(C)C)cc1NCC(=O)Nc1ccccc1F,-0.1,-3,1,1,4,-5,5,7,3,-2
CC(C)n1cnc2cc(NCc3ccccn3)ccc21,0.0,-7,-37,6,-2,-40,0,3,5,-8
CCOC(=O)c1c(/N=C/c2cccc([N+](=O)[O-])c2O)sc2c1CCC2,0.4,-1,-10,-1,-3,-14,-4,3,-7,-4
CCOc1cc(N2CCOCC2)c(OCC)cc1NC(=O)C1=COCCO1,-0.7,-2,3,5,3,-3,-1,1,-6,-1
O=C(OC(C(=O)NCC1CCCO1)c1ccc(F)cc1)c1ccco1 (configuration not stated),0.7,-14,3,-9,3,1,0,-2,-4,-1
Cc1cccc(NC(=O)Cn2cnc3ccc(S(=O)(=O)N4CCC(C)CC4)cc3c2=O)n1,0.5,9,-4,-3,1,-5,2,-1,0,-5
Cc1c(-c2ccc(OCCN3CCCCC3)cc2)c(=O)oc2ccc3ccccc3c12,-1.3,2,-98,-5,-3,-169,-3,6,2,-9
O=C(NCc1nnc(SCC(=O)N2CCCC2)o1)c1ccco1,0.1,-2,-1,3,13,-3,3,-3,8,-5
CCOCCCNC(=O)c1c[nH]c2ccc(OCC)cc2c1=O,-0.2,0,2,-17,7,-4,-2,4,0,-4
O=C(COC(=O)c1ccc(S(=O)(=O)NCc2ccco2)cc1)c1ccccc1,0.4,11,-2,-3,-7,2,0,12,1,-1
COC(=O)C1=CN(c2ccc(Oc3ccccc3)cc2)C(N)=C(C#N)C1c1ccc(-c2ccccc2)cc1 (configuration not stated),0.1,2,-24,1,1,-35,-3,0,-5,4
CCN(CC)S(=O)(=O)c1ccc(N2CCCC2)c(NS(=O)(=O)c2ccc([N+](=O)[O-])cc2)c1,-0.7,-1,7,-6,3,5,-1,-2,4,3
O=C1c2c(O)cc(O)cc2O[C@H](c2ccc(O)cc2)[C@H]1O,-1.4,-5,-4,-2,3,-1,1,-3,-7,-2
COc1ccc(C(=O)Nn2c(C)nc3ccccc3c2=O)c(OC)c1,-0.1,1,1,-2,0,-2,3,-13,8,-7
COC1=C[C@H](C(=O)N[C@H]2CCCC[C@@H]2NC(C)=O)[C@H](C)[C@@H](c2ccccc2)CC1=O,-0.3,nt,2,nt,-3,0,3,5,-3,4
O=c1[nH]cnc2ccccc12,-0.3,13,1,2,3,1,2,4,5,4
COc1ccccc1OCC(=O)Nc1cccc(-c2nc3ccccc3o2)c1,12,-1,-1,-2,-4,-3,-5,4,2,-4
COc1ccc(/C=N/n2c(C)nc3sc(C)c(C)c3c2=O)cc1,0.4,7,0,3,4,-8,3,2,4,-3
Cc1ccc(NC(=O)c2cc(S(=O)(=O)N3CCCCC3)cs2)cc1,-0.2,11,0,4,4,-2,-1,-1,4,-1
Cn1c(CC(=O)Nc2ccccc2)nnc1SCC(=O)NC1=NCCS1,-0.3,7,-2,8,2,1,-1,-4,0,-4
Cc1noc(C)c1COc1ccccc1C(=O)N1CCN(S(=O)(=O)c2ccccc2F)CC1,0.7,-7,2,10,2,-1,3,2,-1,5
COP(=O)(CN(Cc1ccccc1)C(=S)Nc1c(C)cccc1C)OC,-0.8,4,1,2,10,1,5,-5,7,-6
COCCNC(=O)c1oc2ccc3c(c2c1C)C(O)CC(C)(C)O3 (configuration not stated),1.3,4,-24,3,-1,-38,-1,3,0,-46
CCOC(=O)N1CCN(c2c(N3CCN(c4ccc(F)cc4)CC3)c(=O)c2=O)CC1,0.6,-7,1,12,-4,-4,1,-1,0,-3
CCOC(=O)CN(C(=O)COC(=O)C1=NNC(=O)CC1)c1ccc(F)cc1,-0.1,-5,4,-12,2,1,0,-9,1,-6
O=C(CSc1nnc(C2CC2)n1CC1CCCO1)Nc1ccccc1Cl (configuration not stated),0.4,-14,-1,-2,5,-5,-1,0,0,-2
Cc1nnc(C)c2c(C)n(-c3ccccc3)c(C)c12,7.4,3,-75,2,-4,-112,-2,3,-4,-28
COc1cc(S(=O)(=O)N(Cc2cccnc2)Cc2cccc(OC)c2OC)ccc1-n1cnnn1,-0.1,3,1,-12,-4,-5,23*,3,4,-3
O=C(CN1C(=O)c2cccc([N+](=O)[O-])c2C1=O)N1CCN(c2ccc(F)cc2)CC1,0.4,-2,-1,4,7,-8,-2,-3,2,-1
CCOC(=O)c1ccc2c(c1)nc(SC/C(O)=C(\C#N)c1nc3ccccc3[nH]1)n2CC,0.1,-11,-17,5,1,-23,-1,-7,4,-4
COc1ccc(NC(=O)CSc2ncnc3c2sc2ccccc23)c(OC)c1,0.3,2,2,5,0,3,0,-3,-4,-2
Cc1ccc(NC(=O)c2cccs2)cc1NC(=O)c1ccco1,-0.5,5,1,7,-2,-1,0,-3,-1,-3
Cc1cc(/C=C(/C#N)C(=O)O)c(C)n1-c1cccc2ccccc12,0.4,-2,-26,-2,3,-37,1,-9,3,-3
COC(=O)C(C(=O)OC)C(C(C)C)C(C(=O)OC)C(=O)OC,-0.4,-7,1,3,3,3,-3,10,-4,-3
COCCNC(=O)C(=O)NCC1OCCCN1S(=O)(=O)c1cccs1 (configuration not stated),-0.2,-1,0,10,0,3,0,9,-7,1

# Single records, from the list above:
# `O=C(NCc1nnc(SCC(=O)N2CCCC2)o1)c1ccco1` across the screens: proKLK7 act = 0.1; ASAP1 GAP inh = -2; PLCg1 inh = -1; ARFGAP1 inh = 3; Tn7 DDE FP = 13; PLCb3 inh = -3; UHRF1 binding = 3; DDE Tn6 FP inh = -3; MBD2 inh = 8; ADAM17 inh = -5
# `CC(C)(C)OC(=O)NCC(=O)Oc1cc2oc(=O)cc(-c3ccccc3)c2cc1Cl` across the screens: proKLK7 act = 16*; ASAP1 GAP inh = -9; PLCg1 inh = i; ARFGAP1 inh = -1; Tn7 DDE FP = -2; PLCb3 inh = i; UHRF1 binding = 1; DDE Tn6 FP inh = -2; MBD2 inh = -1; ADAM17 inh = -69
